ST2 inh = inhibitors of human ST2 (IL1RL1) binding to IL-33, primary screen, biochemical, AlphaLISA. 78,000 compounds, 2.3% hits. inhibition, % for hits at 17 µM. Interleukin-1 receptor-like 1 (Homo sapiens), Q01638. AlphaLISA ST2-Fc/biotin-IL-33 interaction, 1 h; in the data active = inhibition above about 30%; inconclusive = mostly about 10% to 28%
Target sequence (Q01638 whole entry, looked up): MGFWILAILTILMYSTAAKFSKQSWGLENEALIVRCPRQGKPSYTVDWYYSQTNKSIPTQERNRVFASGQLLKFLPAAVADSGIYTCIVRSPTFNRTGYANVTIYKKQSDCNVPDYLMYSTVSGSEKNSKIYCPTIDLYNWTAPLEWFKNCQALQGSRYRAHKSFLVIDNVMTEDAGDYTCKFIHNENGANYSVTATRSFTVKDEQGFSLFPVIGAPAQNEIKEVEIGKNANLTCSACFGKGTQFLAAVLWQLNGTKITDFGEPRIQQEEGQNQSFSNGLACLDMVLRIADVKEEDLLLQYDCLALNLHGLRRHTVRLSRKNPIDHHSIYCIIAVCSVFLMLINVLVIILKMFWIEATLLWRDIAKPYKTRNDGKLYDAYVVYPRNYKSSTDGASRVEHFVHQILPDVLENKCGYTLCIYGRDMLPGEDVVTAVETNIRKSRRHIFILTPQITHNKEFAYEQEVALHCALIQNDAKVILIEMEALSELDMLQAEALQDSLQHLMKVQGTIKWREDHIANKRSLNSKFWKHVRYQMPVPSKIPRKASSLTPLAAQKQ
Numbers without * were called inactive; i = inactive; ? = inconclusive; ! = not active in a repeat.

Compound | ST2 inh
O=C(c1ccccc1)N1C[C@@H]2C[C@H](C1)c1ccc(NS(=O)(=O)c3cccc(F)c3)c(=O)n1C2 | ?
Cc1nn(C(=O)COc2ccccc2[N+](=O)[O-])c(C)c1Sc1ccc([N+](=O)[O-])cc1 | ?
Nc1ccc(Br)cc1C(=O)O | i
Cc1sc2ncnc(Oc3ccc4ccc(=O)oc4c3)c2c1C | i
Cc1nnc(NC(=O)NC2CCNCC2)s1 | i
COc1ccc(C(=O)N(C)c2ccccc2)cc1 | ?
Cn1c(=O)cc(SCC(=O)NCCCN2CCN(c3ccc(F)cc3)CC2)c2ccccc21 | i
Cc1c(Cl)cccc1NC(=O)CN1CCN(C(=O)c2ccco2)CC1 | i
CCOC(=O)c1c(NC(=O)CN2C(=O)c3ccccc3C2=O)sc2c1CCC(C)C2 (stereo unspecified) | i
Oc1nc(Nc2ccccc2)sc1C=C1C=Nc2ccccc21 | ?
COc1ccc(-c2nnc(NC(=O)c3ccc(S(=O)(=O)N4CC(C)CC(C)C4)cc3)o2)cc1 (stereo unspecified) | i
COc1ccc(C(=O)Nc2c3c(nn2-c2ccc(OC)cc2)CS(=O)C3)cc1 (stereo unspecified) | i
O=C(Nc1c(C(=O)Nc2cccc(F)c2)oc2ccccc12)c1cccc(F)c1 | i
Cc1cc(OCC(O)CNC(C)(C)C)ccc1Cl (stereo unspecified) | i
CC(C)Cc1ccc(S(=O)(=O)Nc2ccccc2F)cc1 | i
CCOC(=O)C1(CC2CC2)CCNCC1 | i
COc1ccc(/C=C/c2ncc3ccccn23)cc1 | ?
Cc1ccc(OCc2nnc(SCC(=O)Nc3cccc(F)c3C)o2)cc1 | i
Clc1ccc(-n2ncc3c(NCCc4ccccc4)ncnc32)cc1 | i
CCOc1ccccc1NC(=O)C1CCN(C(=O)Cc2ccccc2)CC1 | i
CC1=CC(C)(C)Nc2ccc(OC(=O)c3cccc(Cl)c3)cc21 | ?
CCCSc1ncc(CN2CCC(CN)C2)cn1 (stereo unspecified) | ?
COc1ccccc1NC(=O)C1C(c2ccccc2)=C1c1ccccc1 | ?
CCOc1ccccc1C(=O)Nc1cc(N2CCCS2(=O)=O)ccc1OC | ?
Cn1cc(CN2CCN(C(=O)c3ccco3)CC2)c(-c2ccc3c(c2)OCCO3)n1 | i
CCC(Sc1ccccn1)C(=O)Nc1ccc(Cl)cn1 (stereo unspecified) | i
COc1ccc(/C=C2/SC(=O)N(CCc3nnc(N)s3)C2=O)cc1 | ?
CC(C)(C)c1ccc(C(=O)Nc2sc3c(c2C(N)=O)CCCC3)cc1 | i
Cc1c(C(c2ccco2)c2c(C)n(C)n(-c3ccccc3)c2=O)c(=O)n(-c2ccccc2)n1C | i
Cc1ccc(N=Cc2c(C)c(Cl)c(C)c([N+](=O)[O-])c2O)c(O)c1 | i
CCCc1nc2nc[nH]n2c(=O)c1NC(=O)NCCc1ccccc1 | i
CC(C)SC1=NN2CCCC(=O)N=C2S1 | i
O=S(=O)(NC1CCCC1)c1cc(Cl)ccc1Cl | i
O=C(NCCc1ccc(Cl)cc1)c1ccc(Cn2c(=O)[nH]c3ccsc3c2=O)cc1 | 37%*!
Cc1cc(N(C)C)nc(N2CCN(S(=O)(=O)c3ccc(Br)cc3)CC2)n1 | i
C=C1CC[C@@H](O)[C@]2(C)CC[C@H]3C(=C)C(=O)O[C@@H]3[C@@H]12 | i
Cc1c(-c2nc3ccccc3c(=O)o2)cccc1[N+](=O)[O-] | 30%*
c1ccc(-c2nc3c(c(NCc4cn5ccsc5n4)n2)CCNC3)cc1 | ?
Cc1nn(C(=O)c2cccc([N+](=O)[O-])c2)c(C)c1Cl | ?
O=C(O)CN1C(=O)C2C3C=CC(C3)C2C1=O (stereo unspecified) | i
O=C(Cc1c(C(=O)O)[nH]c2ccccc12)NCCCN1CCN(c2ccccc2F)CC1 | i
Cc1ccc(F)c(NC(=O)CCN[C@@H](CO)c2ccccc2)c1 | i
O=C(CCc1ccccc1)N1CCc2ccccc21 | i
Cc1ccc(NC(=O)c2cc3cc(Br)ccc3oc2=O)cc1 | i
CCOC(=O)c1[nH]c2ccccc2c1CN1CCN(c2ncc(F)cn2)CC1 | i
Cc1[nH]c2ccc(Cl)cc2c1CCn1ccnc1-c1nccn1C | i
COCCNc1nc(-c2ccc([N+](=O)[O-])cc2)nc2ccccc12 | i
O=C(Cc1c(C(=O)O)[nH]c2ccccc12)Nc1ccc(F)c(Cl)c1 | i
CCN1CCN(c2ncnc3c2cnn3-c2ccccc2)CC1 | i
CC1=NN(c2ccc(C)c(C)c2)C(=O)/C1=C\c1ccc(N(C)C)c([N+](=O)[O-])c1 | ?
O=S(=O)(Nc1ccc(I)cc1)c1ccc(Cl)cc1 | i
COc1ccc(-c2cn3c4ccccc4nc3n2CCN2CCCCC2)cc1 | ?
CCC(Sc1nc(C)cc(C)n1)C(=O)Nc1cc(C)on1 (stereo unspecified) | i
CCn1c(C2CCCNC2)nn(CCn2cccc2)c1=O (stereo unspecified) | i
Cc1sc2ncn(CC(=O)NCc3ccco3)c(=O)c2c1C | i
Cc1n[nH]c(C)c1S(=O)(=O)NCCc1ccc(Cl)cc1 | i

The listing continues.
Compound | ST2 inh
COCCCn1c(SC2CCOC2=O)nc2c(sc3ccccc32)c1=O (stereo unspecified) | i
CC(C)CCN(C)C1CCN(S(=O)(=O)c2ccc(C3CCCCC3)cc2)CC1 | i
Cc1ccc(OCC(O)CN2C(C)CCCC2C)c(C)c1 (stereo unspecified) | i
CSc1nc2c(c(=O)n1-c1ccc(Cl)cc1)SCC2 | i
NC1(C(=O)O)CCCCC1 | i
COC(=O)C(C)Sc1nc2c(c(=O)n1-c1ccccc1)SCC2 (stereo unspecified) | i
COc1cc(Cl)c(Nc2nc(-c3nnc(-c4ccc(C)cc4)o3)nc3ccccc23)c(OC)c1 | i
COc1cc2c(cc1/C=C1\SC(=O)N(c3ccc(C)cc3)C1=O)OCO2 | ?
CCN1CCN(C(=O)CCc2nc(-c3ccc(C)cc3)no2)CC1 | i
CC(C(=O)N1CCCC1)N1CC(c2cccnc2)C1 (stereo unspecified) | i
CCN1/C(=C/C(C)=O)Sc2ccc(OC)cc21 | ?
COCc1nc(N(C)Cc2cnn(-c3ccc(F)cc3)c2)c2cnn(C)c2n1 | i
C=C(C)C(C)(C)C(=O)NCC1CCN(Cc2cnc(C)nc2)CC1 | i
COc1cc2c(cc1OC)C(COc1ccc3c(C)cc(=O)oc3c1)N(C(=O)C1CC1)CC2 (stereo unspecified) | i
O=C(Cn1ncc2ccccc21)N1CCC(Cn2cc(CO)nn2)CC1 | ?
O=C1[C@@H]2[C@H]3C=C[C@H]([C@@H]4C[C@H]34)[C@@H]2C(=O)N1c1cc(Cl)ccn1 | i
O=c1c(-c2c(O)cc(O)c3c(=O)cc(-c4ccc(O)cc4)oc23)c(-c2ccc(O)cc2)oc2cc(O)cc(O)c12 | i
CCOc1ccc(S(=O)(=O)N=C2C=CC(=O)c3ccccc32)cc1 | 49%*
CCC(C)(C)c1ccc2c(C(=O)N3C[C@@H](N)C[C@H]3C(=O)NC)csc2c1 | i
Cc1ccc(O)c(NC(=O)c2cc(-c3cccs3)on2)c1 | ?
CCOc1cccc(C2Nc3ccccc3NC3=C2C(=O)CC(c2ccc(Cl)cc2)C3)c1 (stereo unspecified) | ?
Cn1c(=O)n(C)c2cc(N=Cc3ccc(Br)c([N+](=O)[O-])c3)ccc21 | i
CC(=O)N1CCC(C(=O)NC[C@@H]2C=C(C)[C@H](CC(=O)N(C)Cc3ccccc3)C[C@H]2C(C)C)CC1 | ?
O=C(NCCn1nnc2ccccc21)c1cnn(Cc2ccccc2)c1 | i

New compounds follow:
Structure	ST2 inh
Cc1cc(Br)ccc1OCCCCN1CCN(C)CC1	i
Cc1ccc(Cn2c(=O)n(CCC(=O)NCc3ccccc3)c(=O)c3sccc32)cc1	?
COc1ccc(CNC(=O)c2cnc3n(c2=O)CCS3)cc1	?
COCCn1c(CNC(=O)c2cccnc2)nc2cccnc21	i
O=C(Nc1c2c(nn1-c1ccc(F)cc1)CS(=O)C2)c1ccccc1[N+](=O)[O-] (stereo unspecified)	i
N#Cc1cc2c(nc1SCC(=O)c1ccc(Br)cc1)CCC2	?
CC(=O)Nc1ccc(NC(=O)c2ccc(=O)n(Cc3ccc(Cl)cc3)c2)cc1	i
NC1CCN(O)C1=O (stereo unspecified)	?
CNC(=O)C1CCC(Cn2c(=O)c3sccc3n(CC(=O)NCc3ccc(C)cc3)c2=O)CC1 (stereo unspecified)	i
O=c1c2ccccc2nc(/C=C/c2ccc([N+](=O)[O-])o2)n1Cc1ccccc1	i
O=C(Nc1c(C(=O)Nc2ccccc2F)oc2ccccc12)c1ccco1	i
CCN1CCN(CCCNC(=O)c2cn(CCOC)c(=O)c3c2c2ccccc2n3C)CC1	i
O=C(c1ccc2ccccc2c1)N1C[C@@H]2C[C@H](C1)c1ccc(NS(=O)(=O)c3cccc(F)c3)c(=O)n1C2	?
COc1cccc(Nc2ncnc3c2cnn3-c2ccc(Cl)cc2)c1	i
Cc1cc(C)c2c(n1)sc1c(=O)n(CC(=O)c3ccccc3)nnc12	i
Cc1cccc2sc(NC(=O)c3ccc(S(=O)(=O)N4CCc5ccccc54)cc3)nc12	i
FC(F)(F)c1cc(-c2ccccc2)nc(NCc2cccs2)n1	?
Cc1cc(C2CCCN2C(=O)c2cc(-c3ccccc3)n[nH]2)on1 (stereo unspecified)	?
COc1ccc(N(C(=O)c2ccccc2)C2C=CS(=O)(=O)C2)cc1 (stereo unspecified)	i
COc1ccccc1CC(=O)NC1CC(C)(C)NC(C)(C)C1	i
CCCCNC(=O)c1sc2ccccc2c1Cl	i
CC1CCN(C(=O)Cn2c(=O)n(-c3ccc(F)cc3F)c(=O)c3sccc32)CC1	i
Cc1cc(C)n(C)c(=O)c1C(=O)Nc1cccc(C(=O)NC(C)(C)C)c1C	?
CC1=CC(C)(C)Nc2cc(CN(C)C)c(O)cc21	?
CC1(C)[C@@H]2CC[C@]1(CS(=O)(=O)Nc1ccc(F)c(Cl)c1)C(=O)C2	i
Cc1ccccc1CN(CCN(C)C)C(=O)c1ccc2nccn2c1	i
Cc1nc(N(CCC(=O)O)CCC(=O)O)sc1C(C)(C)C	i
Cc1ccc(Cl)cc1NS(=O)(=O)c1c(C)[nH]c(=O)[nH]c1=O	i
CCc1cc2c(NCc3ccccc3)ncnc2s1	i
Clc1c(CSc2nncn2-c2ccccc2)nc2ncccn12	?
COCc1nc(NCCN2CCNC2=O)c2cnn(C)c2n1	i
Cc1cc(=O)[nH]c(SC(C)C(=O)N2CC3CC4CC2C[C@@H](C4)C3)n1 (stereo partly specified)	?
COc1ccccc1-n1cc(C(=O)N(C)Cc2nncn2C(C)C)cn1	i
C[C@@H]1C(=O)O[C@H]2[C@H]1CC[C@@]1(C)Cc3sc(NS(=O)(=O)Cc4ccccc4)nc3[C@@H](C)[C@H]21	i
Cc1ccccc1/C=C1\Sc2ccccc2N(CC(=O)NCc2ccco2)C1=O	?
CC(=O)N[C@@H]1C[C@H](CC(C)C)O[C@H](c2c(C)nn(C)c2Cl)C1	?
COc1cc(CN2CCN(Cc3ccccc3)CC2)c([N+](=O)[O-])cc1OC	i
O=C(C1CC1)N1CCc2cc(Br)cc(S(=O)(=O)NCc3ccc(F)cc3)c21	i
COc1ccc(NC(=O)c2cnc(N3CCN(c4ccccn4)CC3)c3ccccc23)cc1OC	i
Cc1cccc(C2CC(c3ccc(Cl)cc3)Nc3ncnn32)c1 (stereo unspecified)	i
N#CCCS(=O)(=O)c1ccc(N)cc1	i
C(=Nc1cnc2ccccc2c1)c1c2n(c3ccccc13)CCCN2	30%*
COc1c[nH]c(C(=O)NC2CC(=O)N(CCc3ccc(F)cc3)C2)cc1=O (stereo unspecified)	i
O=C(CCN1CCCO1)NCc1cccnc1Oc1ccc(F)cc1F	i
CCOc1cc2c(cc1OCC)C1C(C(=O)Nc3cccc(C)n3)c3ccccc3C(=O)N1CC2 (stereo unspecified)	i

Filtered by structure: those above with a furan ring, fused or not.
Structure	ST2 inh
Cc1c(Cl)cccc1NC(=O)CN1CCN(C(=O)c2ccco2)CC1	i
O=C(Nc1c(C(=O)Nc2cccc(F)c2)oc2ccccc12)c1cccc(F)c1	i
Cn1cc(CN2CCN(C(=O)c3ccco3)CC2)c(-c2ccc3c(c2)OCCO3)n1	i
Cc1c(C(c2ccco2)c2c(C)n(C)n(-c3ccccc3)c2=O)c(=O)n(-c2ccccc2)n1C	i
Cc1sc2ncn(CC(=O)NCc3ccco3)c(=O)c2c1C	i
O=c1c2ccccc2nc(/C=C/c2ccc([N+](=O)[O-])o2)n1Cc1ccccc1	i
O=C(Nc1c(C(=O)Nc2ccccc2F)oc2ccccc12)c1ccco1	i
Cc1ccccc1/C=C1\Sc2ccccc2N(CC(=O)NCc2ccco2)C1=O	?

Later entries:
Structure	ST2 inh
C=CCc1ccccc1OCC(O)Cn1c2ccccc2c2ccccc21 (stereo unspecified)	?
CCCCc1ccc(NC(=O)C2Cc3ccccc3C(=O)O2)cc1 (stereo unspecified)	i
COc1cc(CNc2nc3ccccc3n2C)cc(OC)c1OC	i
Cc1nc2sccn2c1C(=O)N1[C@H]2CCNC[C@@H]1CC2	i
O=C1CC(Cn2c(=O)oc3ccccc32)c2cnn(Cc3cccnc3)c2N1 (stereo unspecified)	?
Cc1nc2sc(C(=O)Nc3ccc(Br)cc3)c(N)c2c(C)c1C	i
Cc1ncc(CN2CCOC(CCCc3ccccc3)C2)n1C (stereo unspecified)	i
COc1cccc(C2c3[nH]c4ccccc4c3CCN2Cc2nccs2)c1OC (stereo unspecified)	i
CN1C[C@H](O)[C@@H](O)[C@H](O)[C@H]1CO	i

An excerpt from above in order of number of heavy atoms, falling.
Structure	ST2 inh
O=C1CC(Cn2c(=O)oc3ccccc32)c2cnn(Cc3cccnc3)c2N1 (stereo unspecified)	?
Cc1ncc(CN2CCOC(CCCc3ccccc3)C2)n1C (stereo unspecified)	i
Cc1nc2sccn2c1C(=O)N1[C@H]2CCNC[C@@H]1CC2	i
CN1C[C@H](O)[C@@H](O)[C@H](O)[C@H]1CO	i

Screens from PubChem.

Not all compounds are listed; rates above refer to the full screens.
